# Screening data (PubChem BioAssay)
# NPSR antagonist – qHTS Assay for Antagonists of the Neuropeptide S Receptor: cAMP Signal Transduction; Q6W5P4; CHO-NPSR cells, cAMP TR-FRET, antagonist mode; Potency, µM (highest dose often 38.3 µM), inactives show top-dose activity change, negative = inhibition, actives largely listed as inhibitors; actives 1% (n = 220,000); AID 1461, 2008; further: potency means the concentration at half of the fitted maximal effect; on the % scale 0 is the no-effect control and ±100 the full control effect; nearly all actives have a fitted effect of over 50% in size; many of its hits are not listed in these tables
# CBFb RUNX1 block – qHTS Assay for Compounds Blocking the Interaction Between CBF-beta and RUNX1 for the Treatment of Acute Myeloid Leukemia | Runt-related transcription factor 1 (Homo sapiens) + Core-binding factor subunit beta … | AlphaScreen CBFb-His/RUNX1-biotin binding, biochemical | Potency, µM (titrated, usually from 59.8 µM), for the others: at the top dose activity, negative = inhibition, actives largely listed as inhibitors | 230,000 tested, under 10 active; further: % of control where 0% means no effect
# Target sequence (Q01196 whole entry, looked up): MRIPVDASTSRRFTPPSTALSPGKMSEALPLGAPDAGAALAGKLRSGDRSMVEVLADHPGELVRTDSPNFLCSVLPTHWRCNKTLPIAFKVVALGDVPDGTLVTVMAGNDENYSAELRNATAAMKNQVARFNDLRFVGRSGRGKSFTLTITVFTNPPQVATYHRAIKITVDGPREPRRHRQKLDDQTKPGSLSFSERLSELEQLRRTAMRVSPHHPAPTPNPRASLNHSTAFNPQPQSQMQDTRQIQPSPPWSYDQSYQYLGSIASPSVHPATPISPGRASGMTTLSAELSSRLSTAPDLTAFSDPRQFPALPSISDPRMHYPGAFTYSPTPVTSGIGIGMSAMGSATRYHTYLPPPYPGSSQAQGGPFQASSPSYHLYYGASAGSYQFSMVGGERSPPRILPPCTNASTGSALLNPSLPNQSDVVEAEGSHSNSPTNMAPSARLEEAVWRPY
# Target sequence (Q13951 whole entry, looked up): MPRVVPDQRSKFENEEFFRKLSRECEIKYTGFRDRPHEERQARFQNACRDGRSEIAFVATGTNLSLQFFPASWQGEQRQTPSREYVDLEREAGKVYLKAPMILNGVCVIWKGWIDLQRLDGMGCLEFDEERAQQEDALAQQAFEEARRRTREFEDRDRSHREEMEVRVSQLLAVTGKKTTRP
#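 CBFb-His/RUNX1-biotin, 30 nM each, preincubated 20 min RT; compound 15 min RT; Ni + streptavidin beads 50 ng each, 90 min RT; AlphaScreen read.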
# Lamin A splicing – qHTS Assay for Modulators of Lamin A Splicing; AID 1487, 2009; Potency, µM (top dose mostly 46.1 µM), inactives show at the top dose ratio change, negative = inhibition, hits mostly inhibitors; HeLa LMNA splicing GFP/RFP minigene ratio, 48 h; actives 0.01% (n = 200,000); active means well fitted inhibition curve with a large enough effect in the signal ratio, with a control signal flat, not every such curve was filed as active; inconclusive means small, poorly fitted or top-dose-only effect, or effect the other way, or a change in a side signal; the % refers to the signal ratio; further: potency means the concentration at half of the fitted maximal effect; on the % scale 0 is the no-effect control and ±100 the full control effect
#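 Read-out is the ratio of GFP to DsRed2 object intensity, acquired by 488 nm laser-scanning cytometry on HeLa lamin A-EGFP minigene reporter cells. Compound incubation 48 hrs at 37 °C in Opti-MEM with 2% FBS; DMSO 0.5% final.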
# IMPase Li cell – qHTS Assay for Identifying the Cell-Membrane Permeable IMPase Inhibitors: Potentiation with Lithium; CHO-M1 cells, IP1 TR-FRET (IP-One), carbachol + lithium; Potency, µM (highest dose often 59.4 µM), for the others: top-dose activity, negative = IMPase inhibition, usual class: inhibitors; actives 0.35% (n = 210,000); AID 1457, 2008;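 further: IP1 builds up when IMPase is blocked and the TR-FRET signal falls; potency means the concentration at half of the fitted maximal effect; plate controls were basal vehicle for no effect and high inhibitor control for full effect; nearly all actives have a fitted effect of over 50% in size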
#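 Test compounds were applied to CHO-M1 cells previously cultured for 16–30 h at 2000 per well. A small lithium amount accompanied them; after 30 min at 37C, IP1 was quantified by TR-FRET.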
# Epigenetic reg – Quantitative High-Throughput Screen for Regulators of Epigenetic Control | murine LDR cells, GFP reporter derepression, 30 h | Potency, µM (doses to about 53.9 µM), for inactives: at the highest dose GFP activation, hits mostly activators | actives 0.2% (n = 280,000) | AID 1865, 2009; further: potency means the concentration at half of the fitted maximal effect; % of control where 0% means no effect; nearly all actives have a fitted effect of over 60% in size
#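 Derepression of a silenced CMV-GFP reporter in murine LDR cells is scored by enumerating GFP-positive cells with a laser-scanning microplate cytometer after 30 hours of treatment at 37 C.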
# aGal spleen mod – qHTS Assay for Inhibitors and Activators of Human alpha-Galactosidase From Spleen Homogenate. Alpha-galactosidase A (Homo sapiens), P06280. human spleen homogenate, 4MU-alpha-Gal fluorescence, 40 min. Potency, µM (doses to about 80 µM), inactives show at the highest dose activity change, negative = inhibition, usual class: inhibitors. actives 0.008% (n = 240,000);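 further: potency means the concentration at half of the fitted maximal effect; 0% = enzyme with vehicle and -100% = no enzyme basal signal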
# Target sequence (P06280 32-429 limits assumed): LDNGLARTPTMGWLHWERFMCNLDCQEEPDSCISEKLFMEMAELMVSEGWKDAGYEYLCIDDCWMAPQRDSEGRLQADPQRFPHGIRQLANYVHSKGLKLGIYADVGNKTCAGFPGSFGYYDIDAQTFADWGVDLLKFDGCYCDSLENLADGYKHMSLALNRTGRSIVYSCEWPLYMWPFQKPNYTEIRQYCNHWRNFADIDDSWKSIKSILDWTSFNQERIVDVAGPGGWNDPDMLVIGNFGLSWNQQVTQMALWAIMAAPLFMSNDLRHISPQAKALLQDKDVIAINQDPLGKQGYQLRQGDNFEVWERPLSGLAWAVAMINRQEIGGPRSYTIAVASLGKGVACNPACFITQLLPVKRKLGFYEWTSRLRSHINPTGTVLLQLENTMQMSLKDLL
#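 qHTS titration in buffer at pH 5.0. Alpha-galactosidase activity in spleen homogenate was measured via 4-methylumbelliferone release from 1 mM fluorogenic substrate after 40 min at 37C and a pH 10 stop. AC50 came from Hill fits of control-normalized data.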
# Luc counter – Counterscreen for Luciferase (Kinase-Glo TM) Inhibition | Luciferin 4-monooxygenase (Photuris pensylvanica), Q27757 | Kinase-Glo luciferase, ATP luminescence, 8 min | Potency, µM (doses to about 38.3 µM), for inactives: at the top dose activity change, negative = inhibition, actives largely listed as inhibitors | actives 0.28% (n = 200,000) | AID 1379, 2008; further: potency means the concentration at half of the fitted maximal effect; on the % scale 0 is the no-effect control and ±100 the full control effect; nearly all actives have a fitted effect of over 60% in size
#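 Compound is pinned into ATP-containing buffer (10 uM ATP, imidazole pH 7.2, 7 mM MgCl2). Kinase-Glo luciferase reagent is then added. Light output is recorded following an 8-min room-temperature incubation.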
# Active calls of the source: *; u = inconclusive; x = no result given; & = joins results of further samples; [ ] = dose if it differs, or a comment. Unless noted, the call rests on the fitted dose curve; in most records, active means well fitted curve in the direction sought with a large enough effect; inconclusive means small, poorly fitted or top-dose-only effect, or another doubt; inactive means no such curve, though single readings can be large; an effect the other way counts as inactive or inconclusive. Some of the compounds tested; the hit share may differ from the screen's.
# Results follow in this order: NPSR antagonist, CBFb RUNX1 block, Lamin A splicing, IMPase Li cell, Epigenetic reg, aGal spleen mod, Luc counter
1. CCCC(=O)NC(Nc1ccc(S(=O)(=O)Nc2ncccn2)cc1)(C(=O)OCC)C(F)(F)F (centres undefined)
  -16.9%[46.1 µM], 3.5%, 6.5%, -5.3%[38.3 µM], 0.1%, 4.6%, 7.2%
2. O=C1CCCN1CCCNCC(=O)N1c2ccccc2Sc2ccccc21
  1.2%[46.1 µM], 0.6%, -2.3%, 65.5%[activator][38.3 µM], -1.4%, -2.6%, -2.9%
3. CC1=CC(=O)C2C(C)(C)CCC[C@@]2(C)[C@@]1(O)CCc1ccoc1 (some centres undefined)
  x, x, -8.7%, 6.1%, 0.8%, 3.0%, 2.7%
4. O=C(CSc1nc(-c2ccccc2)cc(C(F)(F)F)n1)c1cccc([N+](=O)[O-])c1
  -21.9%[46.1 µM], -1.1%, -4.8%, 0.6%, 3.4%, -6.0%, -0.7%
5. COc1cccc(C(=O)COC(=O)CCC(=O)NC2CCCCC2)c1
  15.8%, 19.3%, 7.8%[46 µM], 2.7%, -3.2%, -2.7%, -0.8%
6. COCCN1CCN(Cc2nc(C3(c4ccc(C)cc4)CCCC3)no2)CC1
  1.2%, -2.0%, x, x, 0.2%, 1.1%, x
7. CCOC(=O)Cc1csc(NC(=O)Nc2ccccc2)n1
  5.0%, 0.4%, u, 15.9%, -1.0%, 4.5%, -0.4%
8. Cc1onc(-c2c(F)cccc2Cl)c1C(=O)N[C@@H]1C(=O)N2[C@H]1SC(C)(C)[C@H]2C(=O)O
  x, x, u, -9.4%, x, x, -4.4%[7.66 µM]
9. O=S(=O)(Nc1ccc(Cc2ccncc2)cc1)c1ccc(Cl)c(Cl)c1
  -29.5%[46.1 µM], 4.9%, 16.7%, 29.2%[38.3 µM], -1.1%, 7.2%, -4.6%
10. CCc1nc(C)cc(N)c1OCc1ccccc1
  1.2%[46.1 µM], 0.6%, 4.4%, 7.9%[38.3 µM], -0.6%, 1.0%, -4.0%
11. CCCc1nnc(NC(=O)Cn2cnc3ccccc3c2=O)s1
  2.1%[46.1 µM], 4.0%, 4.9%, -7.7%[38.3 µM], 0.0%, 3.2%, -0.9%
12. C=COCCNC(=O)C1CC(=O)N(c2ccc(C)cc2)C1 (centres undefined)
  -4.4%[46.1 µM], -1.5%, u, 28.8%[38.3 µM], -1.0%, 1.2%, -2.8%
13. COC(=O)CNC(=O)c1ccc(OC2CCN(C(=O)C3CC3)CC2)cc1
  -3.3%, 5.7%, x, x, 0.2%, -5.0%, x
14. COC(=O)C1=C(C(=O)OC)[C@@H]2N(C)c3ccccc3[C@@]23C[C@@H](C(=O)OC)N(C(=O)c2ccco2)C3=N1
  x, 0.7%[13.1 µM], -11.2%[9.22 µM], -2.8%, x, 12.3%[17.5 µM], -2.5%[7.66 µM]
15. CC(C)(C)c1ccc(C(=O)Nc2ccccc2Cl)cc1
  -37.2%, u, -17.4%[46 µM], 4.1%, -5.3%, u, -4.6%
16. CC(=O)c1cccc(NC(=O)c2cc(-c3ccc(F)cc3)on2)c1
  8.7%[46.1 µM], -3.0%, 0.4%, -30.2%[38.3 µM], -1.0%, -2.1%, -2.5%
17. S=C(NCCC1=CCCCC1)NCc1ccco1
  3.2%, 2.1%, u, -0.1%, -0.3%, -7.8%, 2.0%
18. O=c1[nH]c(=O)n(C2CC(O)C(CO)O2)cc1F (centres undefined)
  x, 8.3%, u, 8.4%, -0.5%, 20.4%, -5.6%
19. CCOc1ccc(-c2nc3scc(-c4cccs4)c3c(=O)[nH]2)cc1
  -16.2%, 11.2%, x, -4.1%, -0.5%, -11.5%, -2.3%
20. Oc1ccc(Br)cc1CN1CCCCCCC1
  -5.7%[46.1 µM], 7.1%, 2.1%, 23.0%[38.3 µM], -1.0%, -2.1%, 4.0%
21. Cc1ccc(S(=O)(=O)Cn2nnnc2CN2CCN(C(=O)c3ccco3)CC2)cc1
  -1.5%[46.1 µM], 8.9%, 1.5%, 3.0%[38.3 µM], -1.0%, -5.0%, 3.2%
22. COc1cccc(C(=O)NCC(=O)N/N=C/c2cn[nH]c2-c2ccccc2)c1
  3.9%, 5.5%, -6.7%[9.22 µM], -0.9%, -1.1%, 2.5%, -4.1%
23. Cc1ccc(Cc2c(C)nc3nc(SCC(=O)NCCN4CCOCC4)nn3c2C)cc1
  -1.9%[46.1 µM], 2.8%, -3.8%, 20.6%[38.3 µM], 0.0%, -1.9%, -1.6%
24. COc1ccc(NC(=O)c2cc(S(=O)(=O)N3CCS(=O)(=O)CC3)ccc2Cl)cc1
  -7.4%[46.1 µM], -0.6%, 11.1%, 5.8%[38.3 µM], -0.3%, 1.7%, -2.3%
25. CCN(CC)c1ccc(S(=O)(=O)N2CCOCC2)cc1NC(=O)CSc1cccc[n+]1[O-]
  1.8%, -0.1%, 6.4%, 3.1%, u, 7.8%, 0.5%
26. OCCN(Cc1ccccc1)CC(O)COc1ccc(-c2ccccc2)cc1 (centres undefined)
  11.0%, -0.7%, x, 6.5%, -1.5%, 0.3%, -2.6%
27. COc1ccc(CN(C(=O)CSc2nnc(-c3ccccc3F)o2)c2ccc(F)cc2)cc1
  -17.3%[46.1 µM], 21.1%, u, 35.6%[activator][38.3 µM], 0.0%, -3.4%, -1.8%
28. Cc1ccccc1CSc1nnc(NC(=O)Cc2cccs2)s1
  0.2%, u, -15.6%, 4.1%, -1.0%, 6.7%, -0.3%
29. Cc1nnc(NC(=O)CSc2nnc(-c3ccc(S(=O)(=O)N4CCCC4)cc3)n2C)s1
  -5.1%[46.1 µM], 0.5%, -6.1%, 6.4%, 4.7%, -7.6%, -1.3%
30. O=C1NC(c2ccco2)Nc2ccccc21 (centres undefined)
  1.2%[46.1 µM], 6.5%, -5.3%, -12.0%, 0.0%, 12.7%, -4.8%
31. Clc1ccc(CSc2ccc(-c3ccco3)nn2)cc1
  -19.2%, 3.0%, x, 11.9%, 3.6%, 7.9%, -4.9%
32. O=C(NC1CCCC1)C(c1cc2c(cc1[N+](=O)[O-])OCO2)N1CCCC1 (centres undefined)
  2.8%, -2.0%, -24.8%[46 µM], 10.7%, -3.0%, 2.2%, -0.7%
33. O=C(Nc1ccccc1)NC1CCN(CCCN2C(=O)c3ccccc3C2=O)CC1
  -2.2%[46.1 µM], -1.6%, 4.9%, 15.5%[38.3 µM], -4.2%, -8.2%, 10.7%
34. O=C(CSc1nnc(-c2cccnc2)n1Cc1ccccc1)N1CCOCC1
  3.0%[46.1 µM], 3.4%, 2.3%, -8.6%[38.3 µM], 0.0%, -3.8%, -0.3%
35. COc1ccccc1NC(=O)Cn1c(CCC(=O)O)ccc1-c1ccccc1
  -13.8%, -2.7%, x, 0.2%, 0.4%, 4.3%, 1.9%
36. CCCCOc1cc(CC2CNC(=O)N2)ccc1OC (centres undefined)
  -3.1%[46.1 µM], -5.6%&24.3%, u, 1.9%&-5.3%&1.8%, -0.2%&3.2%&0.2%, -3.6%&15.9%&-1.6%, -1.2%&-5.7%
37. CCCCCN(C(=O)NC(=O)Nn1cnnc1)S(C)(=O)=O
  1.9%[46.1 µM], 6.2%, -4.2%, -11.9%[38.3 µM], -2.9%, 3.9%, -4.2%
38. COc1ccc(OC)c(C2NC(=O)c3sc(=S)n(-c4ccccc4)c3N2)c1 (centres undefined)
  -10.3%[46.1 µM], -5.3%, -0.9%, 45.2%[activator][38.3 µM], -2.1%, -0.7%, -5.0%
39. CCOC(=O)N1CCC(Nc2c(NCCN3CCN(c4cccc(Cl)c4)CC3)c(=O)c2=O)CC1
  -3.0%[46.1 µM], -3.1%, 0.9%, 21.4%[38.3 µM], 0.9%, 5.7%, 3.4%
40. CCC(C)(C)n1nnnc1C(c1cc2cc3c(cc2[nH]c1=O)OCO3)N1CCN(C)CC1 (centres undefined)
  15.3%[7.67 µM], 2.1%, 4.8%, -10.3%[38.3 µM], 0.2%, u, -4.2%
41. COc1ccccc1N(C)S(=O)(=O)c1ccc(Cl)c(C(=O)NC2=NCCS2)c1
  -5.6%, 8.0%, x, 0.6%, -2.5%, 9.5%, 3.9%
42. O=C(Nc1cccc(CCc2ccccn2)c1)c1cc(F)c(F)cc1Cl
  6.4%, 6.1%, -17.6%, 6.1%, -1.3%, 5.3%, -4.3%
43. CCCn1c(SCC(=O)NCCc2ccc(OC)c(OC)c2)nc2c1c(=O)n(C)c(=O)n2C
  -11.4%[46.1 µM], 2.8%, 5.9%, 3.0%[38.3 µM], -5.5%, -6.9%, -0.1%
44. Cc1ccc(-c2nc(CN(CC3CCC3)CC3CCCO3)c(C)o2)s1 (centres undefined)
  36.9%, 1.8%, x, 3.5%, 0.0%, 1.5%, x
45. COc1cccc(C(=O)CN(C(=O)c2ccc(Cl)c(Cl)c2)N2C(=O)c3ccccc3C2=O)c1
  u, -6.3%, 18.6%, -4.3%[38.3 µM], -2.0%, -7.3%, -2.0%
46. Cc1ccc(CSCC(=O)NCc2ccco2)cc1
  17.0%, -1.3%, 17.7%[46 µM], 5.8%, 0.1%, 4.1%, 0.4%
47. COCCCn1nnnc1SCC(=O)Nc1ccc2c(c1)OCCO2
  -3.2%, -5.6%, u, 1.2%, 2.3%, -8.1%, 2.9%
48. Cn1ccnc1/C(=N\NC(=O)c1ccccc1)c1cccc([N+](=O)[O-])c1
  -11.2%, 6.0%, u, 12.4%, 1.1%, 0.2%, -4.0%
49. O=C(NCc1ccc(F)cc1)c1cccc2c1C(=O)N(Cc1cccnc1)C2
  -32.2%, -5.8%, x, -7.2%, -1.3%, 2.7%, x
50. CCc1c(C)sc(NC(=O)c2cc(-c3ccc(O)cc3)on2)c1C#N
  -0.1%[46.1 µM], -1.9%, -10.9%, -1.6%[38.3 µM], 0.8%, -2.3%, 19.8%
51. CN(C)CCCNCCCNC(=O)/C(=N\O)c1ccccn1
  -7.9%[46.1 µM], -29.3%, -9.5%, -0.9%, -1.0%, -9.7%, 0.5%
52. Cc1ccccc1-c1nnnn1C1CCS(=O)(=O)C1 (centres undefined)
  17.1%, -0.4%, 5.4%[46 µM], 7.3%, 0.0%, 2.0%, 2.4%
53. COCCn1c(=S)[nH]c2ccc(N(C)C)cc2c1=O
  -7.6%[46.1 µM], 2.6%, 11.9%, u, -2.1%, -16.7%, -1.0%
